NPC1 promoter act: NPC1 promoter activation; Huh7 NPC1 promoter luciferase reporter, 24 h; Potency, µM (highest dose often 9.22 µM), inactives show at the highest dose activation, actives largely listed as activators; actives 2.4% (n = 320,000); AID 485313;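 further: potency means the concentration at half of the fitted maximal effect; % of control where 0% means no effect; nearly all actives have a fitted effect of over 60% in size; reporter is driven by a mutant NPC1 promoter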
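Luminescence read-out of NPC1 promoter-driven luciferase in stably transfected Huh7 cells; compounds delivered in DMSO and left 24 h at 37C, 5% CO2, qHTS titration format.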
KCNH2 3.1 block: KCNH2 3.1 (human) potassium channel inhibition | U2OS KCNH2 3.1, thallium flux FluxOr; active compounds read low | activity change, % (tested at about 1.8 µM) | actives 0.95% (n = 340,000) | AID 720553;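 active means maximum activity change below -70%; inconclusive means maximum activity change from -70% to -50%; inactive means maximum activity change above -50%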;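 further: thallium influx rate constant from kinetic fluorescence after stimulation buffer; on the % scale 0 is the no-effect control and ±100 the full control effect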
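FluxOr-based Tl+ influx in U2OS cells transduced with KCNH2 3.1 virus; rate constants normalized to DMSO controls.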
VP16 counter: counter-screen for ROR gamma inhibitors: Gal4-VP16 reporter | Drosophila S2 Gal4-VP16 UAS-luciferase, luminescence, 20 h | Potency, µM (titrated, usually from 53.6 µM), inactives show at the top dose activity, negative = inhibition, most hits filed as inhibitors | actives 3.5% (n = 310,000) | AID 2546;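 further: Gal4-VP16 expression switched on by copper sulfate through the metallothionein promoter; potency means the concentration at half of the fitted maximal effect; on the % scale 0 is the no-effect control and ±100 the full control effect; nearly all actives have a fitted effect of over 50% in size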
Menin-MLL TR inh: menin-MLL binding inhibition, Texas Red mutant peptide; O00255; Menin + Texas Red MLL mutant peptide, fluorescence polarization; Potency, µM (highest dose often 61.6 µM), without a hit: top-dose FP activity change, negative = inhibition, most hits filed as inhibitors; actives 0.23% (n = 270,000); AID 1768; active means well fitted inhibition curve with a large enough effect in the polarisation, with a control signal flat, not every such curve was filed as active; inconclusive means small, poorly fitted or top-dose-only effect, or effect the other way, or a change in a side signal; inactive means no such curve, though single readings can be large or run the other way; the % refers to the polarisation; further: potency means the concentration at half of the fitted maximal effect; % of control where 0% means no effect; many of its hits are not listed in these tables
Target sequence (O00255 whole entry, looked up): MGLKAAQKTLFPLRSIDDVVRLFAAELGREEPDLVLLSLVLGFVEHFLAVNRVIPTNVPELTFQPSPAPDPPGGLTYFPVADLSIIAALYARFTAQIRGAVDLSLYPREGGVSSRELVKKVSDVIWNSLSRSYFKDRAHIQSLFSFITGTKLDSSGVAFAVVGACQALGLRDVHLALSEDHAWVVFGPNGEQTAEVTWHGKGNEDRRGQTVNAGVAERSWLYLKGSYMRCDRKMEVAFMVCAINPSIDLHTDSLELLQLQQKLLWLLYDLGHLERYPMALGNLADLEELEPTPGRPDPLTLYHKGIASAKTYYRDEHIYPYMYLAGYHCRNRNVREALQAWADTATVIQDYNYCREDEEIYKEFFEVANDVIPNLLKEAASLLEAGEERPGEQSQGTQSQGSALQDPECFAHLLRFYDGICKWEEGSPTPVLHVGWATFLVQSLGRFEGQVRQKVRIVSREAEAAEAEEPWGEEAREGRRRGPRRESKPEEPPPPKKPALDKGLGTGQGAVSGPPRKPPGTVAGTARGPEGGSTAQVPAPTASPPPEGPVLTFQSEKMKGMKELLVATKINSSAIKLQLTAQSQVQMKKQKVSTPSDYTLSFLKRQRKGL
Mito fusion yeast: mitochondrial division inhibition or fusion activation. S. cerevisiae fusion-defective mutant growth rescue, CellTiterGlo 48 h. Potency, µM (highest dose often 46.1 µM), without a hit: top-dose growth rescue (activation), hits mostly activators. actives 0.23% (n = 320,000). AID 485298;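 further: potency means the concentration at half of the fitted maximal effect; % of control where 0% means no effect; nearly all actives have a fitted effect of over 45% in size; temperature-sensitive fusion mutants such as fzo1-1 at 37 °C on non-fermentable ethanol glycerol medium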
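Growth-rescue viability read-out: after 48 h at the non-permissive 37C in glycerol/ethanol YPEG, yeast mitochondrial fusion mutants are measured by CellTiterGlo luminescence; compounds (23 nl pinned per well) restoring growth score as division inhibitors or fusion activators.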
Rab9 prom act: Rab9 promoter activation; AID 485297; Huh7 Rab9 promoter-luciferase reporter, luminescence, 24 h; actives 2.8% (n = 320,000); Potency, µM (top dose mostly 9.22 µM), for inactives: at the top dose activation, negative = inhibition, most hits filed as activators; further: potency means the concentration at half of the fitted maximal effect; % of control where 0% means no effect; nearly all actives have a fitted effect of over 60% in size
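Steps: seed 1500 Huh7 Rab9-luc cells per well, rest 2 h at 37 °C; add compound in DMSO; incubate 24 h; add luciferase reagent, 10 min ambient; read luminescence.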
FLuc modulator: counter-screen for miR-21 project: firefly luciferase inhibitors or activators. actives 6.9% (n = 360,000). P08659. purified FLuc, Km substrates, luminescence inhibition. AID 588342. Potency, µM (top dose mostly 57.5 µM), for inactives: at the highest dose activity change, negative = inhibition, most hits filed as inhibitors;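 further: potency means the concentration at half of the fitted maximal effect; plate controls were vehicle for no effect and reference inhibitor for full effect; nearly all actives have a fitted effect of over 55% in size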
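Purified P. pyralis luciferase, 10 nM final, with Km-level 10 uM D-luciferin and 10 uM ATP in 50 mM Tris acetate pH 7.5, 10 mM Mg acetate, 0.01% Tween-20, 0.05% BSA; 6-point qHTS titration about 60 µM downward; luminescence read.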
MBNL1-CUG inh: inhibitors of human MBNL1 binding to CUG repeat RNA; Potency, µM (top dose mostly 57.5 µM), without a hit: at the top dose activity change, negative = inhibition, actives largely listed as inhibitors; Q9NR56; actives 0.036% (n = 280,000); TR-FRET MBNL1-His/biotin-(CUG)12 binding, 665/545 ratio; AID 2675; active means well fitted inhibition curve with a large enough effect in the signal ratio, with a control signal flat, not every such curve was filed as active; inconclusive means small, poorly fitted or top-dose-only effect, or effect the other way, or a change in a side signal; inactive means no such curve, though single readings can be large or run the other way; the % refers to the signal ratio; further: potency means the concentration at half of the fitted maximal effect; on the % scale 0 is the no-effect control and ±100 the full control effect
Target sequence (Q9NR56 whole entry, looked up): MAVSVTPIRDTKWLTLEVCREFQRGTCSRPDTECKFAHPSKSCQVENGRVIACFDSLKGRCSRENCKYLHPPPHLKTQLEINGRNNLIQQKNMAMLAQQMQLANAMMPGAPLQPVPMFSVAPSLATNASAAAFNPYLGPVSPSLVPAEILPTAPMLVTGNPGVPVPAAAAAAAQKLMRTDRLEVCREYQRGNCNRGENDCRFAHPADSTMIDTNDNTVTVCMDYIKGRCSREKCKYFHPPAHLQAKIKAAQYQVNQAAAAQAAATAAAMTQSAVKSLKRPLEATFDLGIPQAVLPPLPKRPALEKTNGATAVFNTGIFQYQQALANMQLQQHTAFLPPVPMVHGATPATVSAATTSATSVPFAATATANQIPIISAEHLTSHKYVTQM
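Compounds (final 92 nM to 58 uM) are added to His-tagged MBNL1 and biotin-(CUG)12, then terbium anti-His antibody and streptavidin-XL665 (5 nM final). After 60 min at room temperature, the 665/545 nm ratio is read.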
PKM2 act: PKM2 (human) enzyme activation; P14618; purified PKM2, Kinase-Glo ATP luminescence, activation; response scale: 0% is enzyme alone, no compound; Potency, µM (series often up to 57.5 µM), for inactives: at the top dose activation, actives largely listed as activators; actives 0.34% (n = 260,000); further: potency means the concentration at half of the fitted maximal effect; on the % scale 0 is the no-effect control and ±100 the full control effect; nearly all actives have a fitted effect of over 55% in size
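Purified hPK-M2 (>95% pure) converted ADP (0.1 mM final) to ATP with 0.5 mM PEP in 50 mM imidazole pH7.2, KCl, MgCl2, Tween 20, BSA; 1 h at room temperature. ATP detected by Kinase-Glo luminescence.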
RORg inh: inhibitors of mouse ROR gamma transcriptional activity | AID 2551 | Potency, µM (top dose mostly 53.6 µM), without a hit: top-dose activity change, negative = inhibition, actives largely listed as inhibitors | Drosophila S2 Gal4-RORgamma UAS-luciferase reporter, 20 h | actives 5.4% (n = 310,000); further: potency means the concentration at half of the fitted maximal effect; on the % scale 0 is the no-effect control and ±100 the full control effect; nearly all actives have a fitted effect of over 60% in size
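Drosophila Schneider cells stably carrying a metallothionein-driven Gal4 DBD–ROR gamma fusion and a UAS-Photinus luciferase reporter were exposed to compound for 1 hr, then induced with copper sulfate (700 uM final) for 20 hr at ambient temperature before luminescence reading.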
ELG1 DNA repair: blocks ELG1-dependent DNA repair in HEK293T cells; actives 2.3% (n = 330,000); HEK293T ELG1-luciferase reporter, luminescence, 16 h; DNA damage induced by 5-fluorouridine; Potency, µM (highest dose often 46.1 µM), inactives show at the top dose activity change, negative = inhibition, actives largely listed as inhibitors; further: potency means the concentration at half of the fitted maximal effect; on the % scale 0 is the no-effect control and ±100 the full control effect; nearly all actives have a fitted effect of over 55% in size
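Step one: seed 2,000 cells per well. Step two: pin-transfer compound or DMSO alongside 5-fluorouridine. Step three: incubate 16 hr, 37 °C, 5% CO2. Step four: add ONE-Glo, wait 30 min, read luminescence.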
* marks the source's active call; other numbers are inactive results; ? = inconclusive; . = not tested or not shown; [ ] = another dose, or the depositor's remark. Unless noted, the call rests on the fitted dose curve; in most records, active means well fitted curve in the direction sought with a large enough effect; inconclusive means small, poorly fitted or top-dose-only effect, or another doubt; inactive means no such curve, though single readings can be large; an effect the other way counts as inactive or inconclusive.

SMILES	NPC1 promoter act	KCNH2 3.1 block	VP16 counter	Menin-MLL TR inh	Mito fusion yeast	Rab9 prom act	FLuc modulator	MBNL1-CUG inh	PKM2 act	RORg inh	ELG1 DNA repair
N#Cc1c(NC(=O)CN2CCOCC2)oc(-c2ccccc2)c1-c1ccccc1	-3.0%	.	6.6%	-4.9%	8.8%	0.3%	-1.8%	7.0%	-0.5%	-12.3%	-9.9%
CCOc1ccc(NC(=O)COc2ccc(OC)cc2)cc1	-2.6%	-16.9	4.5%	-6.9%	-0.7%	0.0%	2.9%	-7.0%	1.0%	1.0%	4.5%
O=C(CCCSc1nc2ccccc2[nH]1)Nc1nnc(-c2ccccc2)o1	8.9%	-0.9	-21.8%	10.5%	0.9%	7.4%	-4.3%	-15.2%	-6.5%	12.6µM*	?
COc1ccc(-c2cc(C(=O)N3CCc4ccccc4C3)no2)cc1OC	2.1%	-2.5	?	21.7%	7.7%	-2.3%[1.84 µM]	-4.4%	0.8%	1.7%	?	-16.2%
COC(=O)c1cc(NC(=O)c2cccc([N+](=O)[O-])c2C)ccc1Cl	-3.8%	11.9	10.4%	30.5%[activator]	1.7%	-4.5%	-1.8%	2.6%	-6.9%	13.0%	16.5%
CCc1ccc(C2N(c3ccc(OC)cc3)C(=O)C3CCCN32)cc1 (centres undefined)	5.0%	9.1	-11.6%	-9.7%[11.7 µM]	-2.9%	-3.7%	-1.4%	4.2%	-2.7%	40.4%	28.1%
CC(Sc1nnc(-c2cccnc2)n1-c1ccccc1)C(=O)NCc1ccc2c(c1)OCO2 (centres undefined)	15.1%	9.0	-0.4%	-22.7%	6.3%	27.4%	-19.9%	-14.2%	-4.0%	34.5%	?
Cc1ccc(-n2c(N)cc(=O)nc2SCC(=O)N2CCN(c3ccccc3)CC2)cc1	-1.9%	10.1	2.3%	6.4%	-0.5%	5.6%	1.6%	0.7%	-4.0%	-5.8%	-18.4%
CCOC(=O)N1CCN(C(=O)C(=O)Nc2sc3c(c2C(N)=O)CC(C)(C)OC3)CC1	5.6%	7.5	2.7%	.	2.2%	-1.4%	-1.4%	7.2%	.	-2.3%	14.1%
COc1ccc(C(C)C)cc1S(=O)(=O)N1CCN(C)CC1	-2.0%	-1.2	-9.1%	0.1%	2.3%	20.6%	5.7%	7.4%	-5.2%	15.7%	6.6%
COc1ccc(NC(=O)CSc2nc(N)c3cc4c(nc3n2)CC(C)(C)OC4)cc1	22.7%	16.4	-4.8%	.	-2.5%	?	?	-4.1%	-1.8%	-0.2%	14.9%
CCOc1cccc(C(=O)N2CCCCC2c2cccnc2)c1 (centres undefined)	1.5%	-19.0	10.5%	-1.7%	-0.2%	-14.2%	0.8%	-10.2%	-0.1%	-10.9%	2.9%
CC(=O)Nc1ccccc1NC(=O)c1cc(C)cc(C)c1	-5.3%	-1.4	-4.3%[10 µM]	13.8%	4.8%	-1.8%	3.3%	-6.5%	5.4%	-1.9%	-4.8%
CCOC(OCC)c1cn(Cc2ccc3c(c2)C(=O)c2ccccc2C3=O)nn1	-6.2%	.	-4.9%	?	-5.5%	8.4%	4.0%	?	-0.7%	-3.5%	?
O=C(/C=C/c1cccs1)N1CCC2(CC1)Oc1ccc(Cl)cc1C(=O)C21CC(c2cccnc2)=NO1 (centres undefined)	-21.4%	-8.0	-0.1%	.	?	-0.5%	0.6%	6.4%	-5.3%	28.7%	?
Cc1cc(C)c(NC(=O)c2ccoc2C)c(C)c1	-0.1%	4.0	8.0%	-1.5%	0.1%	-6.2%	-2.5%	2.3%	-2.2%	-7.8%	-2.8%
CN(C)CCC(=O)NCC1OCCc2ccccc21 (centres undefined)	-2.6%	-16.6	2.7%	0.0%	2.5%	-3.8%	1.0%	-11.9%	-3.3%	6.0%	21.6%
COC(=O)c1ccc(/C=N/Nc2nc(N3CCCCC3)nc(N3CCCCC3)n2)cc1	-5.4%	1.3	-5.0%[10 µM]	-3.7%	2.7%	-5.9%	-13.9%	-3.8%	13.8%	-8.2%	7.4%
O=C(CSc1nc2c(c(=O)n1-c1ccc(Cl)cc1)SCC2)NCC1CCCO1 (centres undefined)	.	-0.8	-10.4%	-12.0%	0.5%	.	1.8%	?	15.3%	9.8%	.
COC(=O)c1cccc(NS(=O)(=O)c2ccc(OC)c(OC)c2)c1C	-0.4%	6.2	?	1.1%	-3.1%	-3.2%	2.8%	3.8%	0.3%	27.0%	?
COc1ccccc1OCc1ccc(C(=O)Nc2ccc(Cl)cn2)o1	0.7%	4.8	?	30.5%[activator]	-1.7%	-0.3%	0.1%	-7.7%	-1.0%	0.6%	-15.6%
CC(c1ccccc1)C1CC(=O)N(c2ccc(C(=O)O)cc2)C1=O (centres undefined)	16.9%	11.2	-7.8%	2.2%	-0.6%	0.2%	0.2%[2.3 µM]	-7.5%	-9.0%	6.5%	11.8%
COc1ccc(Cl)cc1NC(=O)CSc1nnc(C2CC2)n1C	?	0.6	-3.2%	1.3%	10.3%	-6.3%	-4.4%	-5.1%	-0.8%	14.7%	6.6%
COc1cccc(C(=O)CSc2nnc(-c3cc(OC)cc(OC)c3)o2)c1	-4.7%	2.8	4.8%	-13.8%	-0.1%	-5.0%	0.9%	7.1%	-8.8%	-15.1%	-14.5%
Cc1cc(C)n(C(=O)CSc2nnc(SCC(=O)n3nc(C)cc3C)s2)n1	4.2%	11.6	2.0%	1.4%	-2.6%	-2.4%	-3.1%	-4.4%	-9.2%	60.7%	0.2%
Cc1ccc(-c2nc3cnccn3c2Nc2ccccc2)o1	7.6%	-0.5	-24.2%	1.8%[11.7 µM]	-1.3%	-1.1%	.	22.6%	27.1%	?	25.5%
O=C1NC(c2ccc(Br)cc2)Nc2sc3c(c21)CCC3 (centres undefined)	?	1.9	5.6%	-21.6%	1.8%	?	?	6.1%	0.5%	23.8%	?
Fc1ccc(CNCc2ccccc2Cl)cc1	-8.0%	-32.2	13.6%	1.2%	-8.2%	-4.4%	3.1%	2.0%	0.4%	41.0%	-19.0%
Cc1ccc(-n2c(CCc3ccccc3)n[nH]c2=S)cc1C	0.7%	1.4	?	-8.0%	-8.6%	-2.5%	6.4%	2.3%	-1.5%	-15.3%[1.91 µM]	1.8%
COc1ccc(COC(=O)N/N=C/c2cccs2)cc1	18.6%	19.2	.	-18.1%	-3.1%	?	-19.3%	?	3.1%	.	?
Cc1ccc(S(=O)(=O)N2CCOCC2)cc1NC(=O)CSCc1c(C)noc1C	0.3%	-17.1	.	.	2.1%	-10.8%	2.0%	.	.	.	2.3%
CCOc1ccc(S(=O)(=O)NCc2ccccc2OC)cc1	-4.2%	-4.6	-0.5%	-8.9%	8.8%	-6.1%	6.0%	-2.9%	-1.0%	?	-14.1%
Cc1cc(C)nc(NC(=O)CSc2nccc(C)n2)n1	0.2%	15.9	2.7%	14.7%	-0.4%	-2.7%	0.1%	-5.4%	-4.4%	2.0%	-16.4%
Nc1c(N2CCCC2)cc(Cl)c2nonc12	-1.6%	1.3	?	?	-9.0%	-2.8%	-2.4%	?	0.6%	?	?
Cc1cccc(NC(=O)c2nc[nH]c2C(=O)N[C@@H](CC(C)C)C(=O)OCc2ccccc2)c1	1.3%	-17.1	10µM*	.	3.9%	-6.2%	0.7%	8.9%	-1.0%	3.55µM*	-27.5%
O=C(CSc1nc2[nH]ncc2c(=O)[nH]1)Nc1ccc(F)cc1	0.4%	7.0	.	.	-8.4%	-3.0%	2.7%	.	.	.	4.0%
CC(C)COc1ccc(S(=O)(=O)NNC(=O)c2cc3ccccc3o2)cc1	-0.8%	-3.0	-21.3%	-7.5%	?	-8.1%	2.5%	.	7.3%	-1.5%	0.5%

Only part of the results is shown; rates above refer to the full screens.
